Screening data (PubChem BioAssay)
Dyrk1A ADPGlo = blocks rat Dyrk1A kinase activity; Q63470; ADP-Glo luminescence, NFATc1 peptide; inhibition, % at 12.5 µM; 310,000 tested, 0.43% active; in the data active = inhibition above about 50%;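 also: plate controls were vehicle with enzyme for no effect and no enzyme for full effect; many of its hits are not listed in these tables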
aSyn UTR inh = 5' untranslated region of α-synuclein, MLPCN primary screen; inhibition, % (tested at 7.5 µM); 300,000 tested, 0.82% active; alpha-synuclein 5'UTR reporter, inhibitor activity; in the data active = inhibition above about 60%;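 also: H4 neuroglioblastoma cells stably carrying SNCA 5'UTR luciferase fusion; 0% = DMSO wells and 100% = positive control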
KLF5 inhibitor = suppresses KLF5 promoter-driven expression. DLD-1 KLF5 promoter-luciferase reporter, luminescence. inhibition, % at 5 µM. 290,000 tested, 0.23% active. AID 1700;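 active = inhibition above a per-plate limit of that plate's mean compound inhibition plus 3 SD, cut at about 60% in these data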;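 also: 0% = DMSO wells and 100% = LY294002 at 200 µM; higher means less KLF5 promoter-driven luciferase light; inactives centre near -14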
GSK3B inh = inhibitors of human GSK3beta kinase; 300,000 tested, 0.038% active; AID 2097; GST-GSK3beta kinase, ADP-Glo luminescence, 60 min; hits give low values; activity score (negative = inhibition), % at 10 µM; P49841;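 active = more than half of replicate wells score below -50%, meaning over 50% inhibition versus plate controls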;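 also: 0% = median DMSO wells and -100% = median GW8510 positive control wells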
Target sequence (P49841 whole entry, looked up): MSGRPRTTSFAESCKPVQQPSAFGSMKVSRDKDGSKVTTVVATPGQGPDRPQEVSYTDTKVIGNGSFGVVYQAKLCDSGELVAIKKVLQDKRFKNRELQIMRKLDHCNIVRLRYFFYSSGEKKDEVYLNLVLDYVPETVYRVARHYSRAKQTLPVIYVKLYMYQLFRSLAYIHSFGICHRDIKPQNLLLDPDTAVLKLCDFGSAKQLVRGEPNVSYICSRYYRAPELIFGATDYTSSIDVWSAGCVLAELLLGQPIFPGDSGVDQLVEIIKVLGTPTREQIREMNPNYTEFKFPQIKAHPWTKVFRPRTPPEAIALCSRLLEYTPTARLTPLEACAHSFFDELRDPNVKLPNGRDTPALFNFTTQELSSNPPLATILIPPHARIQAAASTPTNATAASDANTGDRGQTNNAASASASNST
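Test system: GST-fused GSK3beta enzyme, cell-free | Quantity: 1.6 ng GST-GSK3beta enzyme per well | Reagent: 25 µM ATP with peptide substrate | Schedule: 60 min enzyme reaction, room temperature | Signal: Luminescent ADP-Glo measurement of ADP formed | Read-out basis: Score relative to plate controls | Control set: DMSO and 20 µM GW8510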
IEC-6 tox = IEC-6 cytotoxicity, counter-screen for KLF5 inhibitors | luminescence viability | 290,000 tested, 0.78% active | inhibition, % at 5 µM; in the data active = inhibition above about 22%;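 also: 0% = plate median of test compound wells and 100% = cytotoxic reference compound wells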
HSP90 inh = HSP90 refolding inhibition in rabbit reticulocyte lysate | luciferase refolding luminescence, 3 h | inhibition, % at 5.6 µM | 290,000 tested, 0.91% active;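 active = inhibition above the screen-wide mean plus 3 SD, computed separately per campaign, cut at about 16% in these data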;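 also: 0% = DMSO wells and 100% = 60 µM geldanamycin wells; inhibitors lower the luminescence because luciferase stays unfolded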
Platelet DG rel = platelet dense granule release activity; 300,000 tested, 0.22% active; AID 1663; inhibition, %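 (compounds screened at 7.5 µM in platelet-rich plasma)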; human platelet-rich plasma, SFLLRN dense granule ATP release, luminescence;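 active = mean replicate score, as percent of positive control, at or above 50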
GSK3A inh = inhibitors of human GSK-3 alpha kinase; inhibition, % at 10 µM; 320,000 tested, 0.1% active; ADP-Glo luminescence, 60 min; P49840;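 in the data active = inhibition above about 50%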;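 also: GST-tagged GSK-3 alpha with peptide substrate and 25 µM ATP; 0% = DMSO neutral wells and 100% = GW8510 positive control wells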
Target sequence (P49840 whole entry, looked up): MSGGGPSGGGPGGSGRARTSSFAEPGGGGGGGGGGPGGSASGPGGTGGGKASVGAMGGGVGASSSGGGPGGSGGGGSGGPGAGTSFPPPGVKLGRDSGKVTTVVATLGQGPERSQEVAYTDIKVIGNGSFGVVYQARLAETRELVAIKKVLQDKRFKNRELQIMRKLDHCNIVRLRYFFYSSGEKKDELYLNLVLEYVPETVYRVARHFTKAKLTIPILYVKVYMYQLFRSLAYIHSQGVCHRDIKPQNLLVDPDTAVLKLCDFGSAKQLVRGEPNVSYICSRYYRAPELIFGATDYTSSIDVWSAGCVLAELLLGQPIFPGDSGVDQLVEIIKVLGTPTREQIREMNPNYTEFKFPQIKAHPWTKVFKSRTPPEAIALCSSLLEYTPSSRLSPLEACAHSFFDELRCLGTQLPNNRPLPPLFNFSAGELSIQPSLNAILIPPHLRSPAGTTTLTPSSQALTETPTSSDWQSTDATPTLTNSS
HSF1 inhib = HSF1 inhibition; 300,000 tested, 0.77% active; AID 2098; activity change, negative = inhibition, % at 7.5 µM (by protocol); NIH3T3-HGL HSE-luciferase, MG132-induced, luminescence 8 h; hits give low values;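 active = more than half of replicate wells show activity change below -50%, luminescence cut by over half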;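 also: luciferase reports HSF-1 transcriptional activity via heat shock element; 0% = median of DMSO wells and -100% = zero luminescence signal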
HSF-1 act = increases HSF-1 driven luciferase reporter signal; 300,000 tested, 1.7% active; activation, % at 9 µM; AID 504408; NIH3T3-HGL HSF-1 luciferase reporter, MG132, 8 h; 100% = twice DMSO control signal;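 active = mean replicate activation of at least 50% with a set share of replicates each reaching 50%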;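 also: 0% = median of the neutral control wells and 100% = twice that signal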
* = called active by the depositor; . = not tested or not shown; & = joins results of further samples.

SMILES	Dyrk1A ADPGlo	aSyn UTR inh	KLF5 inhibitor	GSK3B inh	IEC-6 tox	HSP90 inh	Platelet DG rel	GSK3A inh	HSF1 inhib	HSF-1 act
CC(C(=O)Nc1ccccc1C(=O)N1CCOCC1)N(c1ccccc1)S(C)(=O)=O (centres undefined)	-7.1	13.6	-10.5	-3.6	6.8	1.1	-1.3	-1.3	-2.7	-6.1
CCOCCCNCc1cc(Cl)ccc1OCC	-2.9	-8.3	-32.3	0.7	-1.0	-8.1	-4.1	0.5	8.0	21.1
COc1cccc(NC(=S)NCc2ccccc2)c1	-2.5	-52.0	-41.4	0.4	0.0	-0.3	-0.9	-0.7	14.9	12.6
CCOc1ccc(NC(=O)Nc2ccc(Br)cn2)cc1	.	-105.5	-27.4	-0.1	1.6	-1.9	0.1	-2.1	7.6	13.1
COc1ccc(CNC(=O)C2CCCN(S(=O)(=O)c3ccc4c(c3)C(C)(C)C(=O)N4C)C2)cc1 (centres undefined)	-0.3	14.8	-7.0	0.1	3.3	2.6	1.2	-2.0	0.5	-4.0
CC1CN(C(=O)CSc2nc(-c3ccc(F)cc3)cs2)CC(C)O1 (centres undefined)	8.9	-7.8	-15.6	-1.7	-3.1	-2.9	-2.9	-4.9	15.2	-4.1
CC1CCCN(c2nc(N(C)c3ccccc3)nc(N)c2[N+](=O)[O-])C1 (centres undefined)	3.9	8.0	0.7	-2.5	-2.4	1.4	22.9	-1.4	-9.0	-3.3
CCOC(=O)[C@@H]1[C@H]2COc3ccccc3[C@H]2N2C(=O)N(c3ccc(Cl)cc3)C(=O)[C@]12C	13.7	-1.5	-4.9	-2.2	9.4	-0.6	0.2	-1.8	-18.0	-26.3
COCCSc1nc2c(c(=O)[nH]c(=O)n2C)n1CCC(C)C	3.8	27.1	-31.5	3.0	1.9	1.1	2.4	0.4	14.3	6.9
COc1ccccc1N(CC(=O)N1CCCCC1)S(=O)(=O)c1ccccc1	31.5	14.1	-12.2	-0.1	0.2	3.1	-5.0	1.1	0.6	-6.4
c1ccc2c(c1)CCCC2C1=NCCN1 (centres undefined)	3.7	-5.1	-5.6	0.8	-1.2	0.3	-3.0	-1.0	3.5	8.8
Cc1nnc(SC(C)C(=O)NC2CCCc3ccccc32)n1-c1ccccc1 (centres undefined)	-4.0	6.9	-4.3	2.2	-15.6	-2.1	-1.2	-1.3	0.1	16.6
COc1ccc(C(=O)COC(=O)CNC(=O)c2cc(OC)cc(OC)c2)cc1	-41.8	-5.1	-11.3	2.2	-5.0	3.8	9.2	1.1	1.2	-4.9
CC(C)(C)OC(=O)N1CCCC1C(=O)NC(Cc1ccccc1)C(=O)O (centres undefined)	-3.5	19.4	6.0	1.8	7.4	5.7	-2.8	-1.4	-1.9	-15.8
N#C/C(=C(/O)CCl)c1nc(-c2ccccc2)cs1	-9.1	-39.2	-7.0	2.4	-1.7	-0.1	-1.1	1.8	1.6	-1.2
CC(C)C[C@H](NS(=O)(=O)c1ccc(Br)cc1)C(=O)O	-7.1	10.7	3.9	-5.7	-2.2	0.2	4.9	-1.6	-3.5	12.8
COc1cc2c(cc1OC)CN(c1nc(CN3CCOCC3)nc3sc4c(c13)CCC(C)C4)CC2 (centres undefined)	-4.4	-2.8	-13.1	-1.3	1.5	3.1	-9.8	-0.6	-22.9	-35.4
CC(=O)N(C)c1ccc(N=Cc2c(O)ccc3ccccc23)cc1	-4.1	13.2	-11.3	-1.6	-2.6	6.6	-6.0	0.5	4.1	14.6
O=C(N/N=C/c1cccc([N+](=O)[O-])c1)c1cc(-c2ccc3c4c(cccc24)CC3)n[nH]1	-46.4	-23.4	0.5	-3.0	0.7	0.6	6.6	6.5	9.1	21.9
CC(=O)Nc1ccc(NC(=O)C(C)OC(=O)c2cccc(S(=O)(=O)N3CCCC3)c2)cc1 (centres undefined)	-5.3	0.5	.	3.8	.	.	-1.5	-1.7	-3.7	-9.9
Cn1cnnc1SC1c2cccc3cccc(c23)C1NS(=O)(=O)c1ccc(Cl)cc1 (centres undefined)	-2.8	15.3	-37.4	0.5	-3.2	0.3	-3.5	-0.8	3.2	12.6
O=C1OC(N2CCN(C/C=C/c3ccccc3)CC2)c2ccccc21 (centres undefined)	-7.8	1.0	4.2	-1.3	0.7	4.2	-1.1	-0.1	-38.1	-55.8
O=C(NCCN1C(=O)S/C(=C\c2ccccc2)C1=O)c1cc(S(=O)(=O)N2CCOCC2)c(Cl)cc1Cl	1.3	5.4	-14.0	-3.9	1.8	-8.9	-1.4	0.5	14.8	48.2
COc1ccc(N=Nc2ccc3ccccc3c2)c(O)c1	1.8	15.7	-40.1	1.4	11.6	29.8*	8.7	-1.1	-40.6	-55.5

Some of the entries above, reformatted:
| mol | Dyrk1A ADPGlo | aSyn UTR inh | KLF5 inhibitor | GSK3B inh | IEC-6 tox | HSP90 inh | Platelet DG rel | GSK3A inh | HSF1 inhib | HSF-1 act |
| --- | --- | --- | --- | --- | --- | --- | --- | --- | --- | --- |
| CC(=O)Nc1ccc(NC(=O)C(C)OC(=O)c2cccc(S(=O)(=O)N3CCCC3)c2)cc1 (centres undefined) | -5.3 | 0.5 | . | 3.8 | . | . | -1.5 | -1.7 | -3.7 | -9.9 |
| Cn1cnnc1SC1c2cccc3cccc(c23)C1NS(=O)(=O)c1ccc(Cl)cc1 (centres undefined) | -2.8 | 15.3 | -37.4 | 0.5 | -3.2 | 0.3 | -3.5 | -0.8 | 3.2 | 12.6 |
| O=C1OC(N2CCN(C/C=C/c3ccccc3)CC2)c2ccccc21 (centres undefined) | -7.8 | 1.0 | 4.2 | -1.3 | 0.7 | 4.2 | -1.1 | -0.1 | -38.1 | -55.8 |

Next part
SMILES	Dyrk1A ADPGlo	aSyn UTR inh	KLF5 inhibitor	GSK3B inh	IEC-6 tox	HSP90 inh	Platelet DG rel	GSK3A inh	HSF1 inhib	HSF-1 act
O=C(N/N=C/c1ccccc1Cl)c1n[nH]c2c1CCCC2	1.6	83.5*	-79.5	-0.3	8.6	20.1*	21.7	2.4	-66.5*	-71.5
COc1cc(OC)cc(C(=O)N[C@H](C(=O)Nc2cccc(S(=O)(=O)N3CCCC3)c2)C(C)C)c1	1.5	10.8	11.2	1.9	0.3	1.6	18.8	-3.0	4.5	5.1
CCN(Cc1ccccc1OC)CC1CCCN(CCc2cccc(OC)c2)C1 (centres undefined)	0.9	1.5	0.7	0.1	-1.9	-5.2	-2.0	-6.5	-4.5	0.7
CC1=C(C(=O)OCC2CCCO2)C(c2coc3ccc(C)cc3c2=O)C2=C(CCCC2=O)N1 (centres undefined)	6.3	-61.1	-27.0	0.4	-0.7	-0.7	-12.3	-0.7	-1.0	3.8
COc1cc(-c2nn3c(-c4cccnc4)nnc3s2)cc(OC)c1OC	5.1	9.8	-15.3	-1.7	1.1	2.2	-1.2	0.9	-8.9	0.2
CCCN1CCN(C(=O)c2ccccc2-c2nc3ccccc3s2)CC1	3.9	18.5	-12.4	-1.2	-1.1	2.3	-3.0	-0.2	-0.5	7.2
CCOc1ccc(N=Nc2c(C)noc2C)cc1	-3.9	.	0.5	-1.2	2.4	1.4	.	-5.4	.	.
O=C(c1ccccc1)c1ccc2nc(N3CCCCC3)c3nncn3c2c1	9.1	8.0	19.6	0.4	-0.3	-3.5	5.6	-1.3	2.5	3.4
COc1cc(CCCN2C(=O)C(=O)NC[C@H]2Cc2cccc3ccccc23)cc(OC)c1OC	13.1	12.8	.	0.4	.	.	-0.3	-0.5	-0.1	2.4
CCOc1ccc(NC(=O)COc2nsnc2N2CCCCC2)cc1	0.7	-19.2	-16.9	-3.0	-4.7	3.8	-8.4	-0.5	-2.0	-3.2
O=C(CN1CCCCC1)Nc1nc(-c2ccc(Cl)cc2)cs1	2.3	-74.5	-57.0	0.2	1.1	-3.5	1.9	-4.4	0.9	0.6
CCOCC(=O)Nc1ccc(S(=O)(=O)N2CCOCC2)cc1	-4.7	-22.8	13.8	1.0	0.7	1.7	4.1	-1.9	0.1	-2.4
COC(=O)N/N=C\c1ccc(OC(=O)c2ccco2)cc1	3.3	2.3	-15.1	0.1	0.0	4.8	2.6	1.3	-0.1	6.3
O=C(CCCN1C(=O)c2ccccc2C1=O)Nc1ccccn1	-0.4	7.2	-17.4	0.6	-5.6	0.3	-0.8	2.6	-5.0	7.0
Cc1ccc(NC(=O)COC(=O)CSC(=S)N2CCOCC2)cc1C	0.9	1.8	-10.3	2.4	-1.9	-1.8	-4.0	-3.8	-9.5	-9.0
COc1ccc(/C=C/c2nc3ccccc3n2C)cc1	29.8	108.8*	67.5*	-37.7	11.5	40.1*	112.8*	44.9	-10.0	-21.7
CC(C)c1nnc(NC(=O)C2CCCN(C(=O)Nc3ccc(F)cc3)C2)s1 (centres undefined)	-5.6	0.9	-17.3	1.0	-1.8	-2.3	0.7	-1.0	4.7	-1.8
Cc1sc(NC(=O)c2sc3nc4c(C)cccc4cc3c2N)c(C#N)c1C	-3.8	-119.1	-16.9	-0.5	0.3	-0.4	5.7	.	-3.8	-15.3
CC1(C)NC(=O)N(CCCCOc2ccc3c(c2)CCC3)C1=O	-2.7	-7.6	-15.5	-8.0	-3.1	0.5	-2.1	-1.0	0.2	-12.9
CCOc1ccc(N(C)S(=O)(=O)c2cc(-c3cc(C)no3)ccc2CC)cc1	-5.7	-7.2	-22.5	-3.5	-1.0	1.5	-6.8	-2.2	-1.1	17.8
CCOc1ccc(NC(=O)CCN2CCN(C)CC2)cc1	-5.5	4.6	-8.8	-0.7	-0.8	2.2	-2.3	-2.7	1.0	-7.0
COc1ccc(NC(=O)C2CCC(CNc3c(N4CCCCC4)c(=O)c3=O)CC2)cc1OC (centres undefined)	-0.2&0.3	22.5	-1.9	1.1	3.3	4.2	-5.9	-1.4	-0.9	0.6
COc1ccc(-c2ncc(CN3CCN(CCC(C)C)C(CCO)C3)cn2)cc1 (centres undefined)	1.4	-111.3	-73.8	-0.1	4.1	0.1	2.3	-3.4	0.8	34.7
Cn1c(NC(=O)CCc2ccccc2)cc(=O)n(C)c1=O	4.8	-186.0	-102.2	2.8	2.8	-5.5	12.2	0.9	8.2	22.2
Cc1cc(/C=N/NC(=O)c2ccccc2F)c(C)n1-c1ccccc1	-9.5	-132.9	-54.9	-0.4	7.1	6.0	12.9	-4.1	-4.1	4.3
C/[N+]([O-])=C\C1C(=O)CCCC1=O	-4.0	0.0	-33.0	-4.2	0.3	-2.7	-4.0	1.8	-3.6	-2.9
Cc1ccc2nc(C)c3c(c2c1)OC(C(C)(Cl)Br)C3 (centres undefined)	45.9	9.9	10.3	-3.4	1.6	6.5	12.5	2.9	-4.2	-21.5
Cn1c(=O)c2c(ncn2CC(=O)NC2CCCCC2)n(C)c1=O	-4.4	-3.8	-15.1	-0.7	-2.3	0.6	25.3	-0.2	-1.1	7.2
O=C(COC(=O)c1ccc(Cl)c(S(=O)(=O)N2CCCC2)c1)NC1CCCC1	10.5	-5.9	-35.3	-1.6	-2.7	-0.4	1.9	0.5	-11.4	1.9
Cc1ccc(C(=O)CSc2nnc(-c3ccco3)n2C)cc1	2.7	-51.9	-25.8	-0.6	-9.6	-2.5	1.2	2.4	6.4	16.9
Cc1cccc(N2CCN(S(=O)(=O)c3ccc4c(c3)CCC(=O)N4)CC2C)c1 (centres undefined)	3.8	-1.7	-19.1	-0.1	0.7	-0.3	-2.9	-0.5	1.8	20.6
CC(C)Cc1cc(C(=O)O)n[nH]1	-8.7	-6.1	0.6	-1.2	4.6	0.6	-1.4	5.3	-3.8	0.1

The list is partial; count on the stated rates, not on these rows.
